KDM5B inh – Primary screen for KDM5B Histone Demethylases FDH-coupled qHTS; Potency, µM (top dose mostly 57.7 µM), inactives show at the highest dose activity change, negative = inhibition, hits mostly inhibitors; AID 1347165, 2019; actives 2.6% (n = 220,000); Lysine-specific demethylase 5B (Homo sapiens), Q9UGL1; KDM5B demethylase, FDH-coupled NADH fluorescence (FDH is formaldehyde dehydrogenase); active = well fitted inhibition curve with a large enough effect; inconclusive = small, poorly fitted or top-dose-only effect; inactive = no such curve, though single readings can be large or run the other way; also: 0% is about no effect; nearly all actives have a fitted effect of over 70% in size
Target sequence (Q9UGL1 whole entry, looked up): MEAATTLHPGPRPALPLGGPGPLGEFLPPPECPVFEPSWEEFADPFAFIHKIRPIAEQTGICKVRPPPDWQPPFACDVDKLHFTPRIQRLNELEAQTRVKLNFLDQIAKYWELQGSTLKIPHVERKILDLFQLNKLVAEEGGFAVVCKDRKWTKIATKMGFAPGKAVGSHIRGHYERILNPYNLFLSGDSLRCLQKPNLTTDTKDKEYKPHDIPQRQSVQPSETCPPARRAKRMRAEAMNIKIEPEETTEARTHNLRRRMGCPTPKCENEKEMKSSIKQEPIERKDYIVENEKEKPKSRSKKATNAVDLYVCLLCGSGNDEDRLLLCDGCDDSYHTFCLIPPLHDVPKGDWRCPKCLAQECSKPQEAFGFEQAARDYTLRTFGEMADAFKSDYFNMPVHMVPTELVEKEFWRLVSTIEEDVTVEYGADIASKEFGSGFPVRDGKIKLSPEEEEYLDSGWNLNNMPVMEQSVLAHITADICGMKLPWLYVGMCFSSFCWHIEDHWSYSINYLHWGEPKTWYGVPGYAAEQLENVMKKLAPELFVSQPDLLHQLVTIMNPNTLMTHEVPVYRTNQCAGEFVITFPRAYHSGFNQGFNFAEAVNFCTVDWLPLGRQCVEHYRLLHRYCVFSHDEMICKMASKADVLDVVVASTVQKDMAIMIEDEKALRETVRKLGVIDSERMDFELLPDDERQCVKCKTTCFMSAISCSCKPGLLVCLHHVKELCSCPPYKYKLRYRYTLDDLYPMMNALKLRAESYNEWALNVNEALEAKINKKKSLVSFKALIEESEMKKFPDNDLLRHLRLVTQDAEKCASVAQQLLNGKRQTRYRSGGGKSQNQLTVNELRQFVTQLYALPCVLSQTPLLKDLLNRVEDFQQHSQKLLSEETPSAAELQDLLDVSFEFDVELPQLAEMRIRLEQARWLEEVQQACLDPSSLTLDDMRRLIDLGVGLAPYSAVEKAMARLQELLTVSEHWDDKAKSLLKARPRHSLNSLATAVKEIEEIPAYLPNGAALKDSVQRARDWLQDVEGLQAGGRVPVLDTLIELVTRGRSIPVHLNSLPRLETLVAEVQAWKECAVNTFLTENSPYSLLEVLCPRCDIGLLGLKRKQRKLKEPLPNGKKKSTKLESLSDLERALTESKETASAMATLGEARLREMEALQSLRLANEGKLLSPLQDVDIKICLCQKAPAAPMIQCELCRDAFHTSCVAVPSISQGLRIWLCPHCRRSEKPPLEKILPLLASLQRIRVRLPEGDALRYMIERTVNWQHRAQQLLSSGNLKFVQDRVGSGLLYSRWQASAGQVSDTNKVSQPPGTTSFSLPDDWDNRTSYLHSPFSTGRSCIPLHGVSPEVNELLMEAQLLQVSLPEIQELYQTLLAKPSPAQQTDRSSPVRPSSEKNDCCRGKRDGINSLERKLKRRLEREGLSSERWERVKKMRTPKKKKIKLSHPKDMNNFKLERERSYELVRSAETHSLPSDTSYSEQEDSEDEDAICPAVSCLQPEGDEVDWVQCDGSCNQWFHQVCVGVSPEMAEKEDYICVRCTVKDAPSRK
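Measured: NADH fluorescence change, 30 min, RT. System: KDM5BΔAP 200 nM final, H3K4me3 peptide, α-KG, Fe(II), ascorbate, NAD⁺ plus FDH, pH 7.5 HEPES. Compounds: titrated, 10 min pre-incubation with enzyme.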
* marks the source's active call; other numbers are inactive results; i = inactive; ? = inconclusive; [ ] = dose if it differs, or a comment. Potency is read from the fitted curve at half-maximal effect. These rows are one share of the data; count on the stated rates, not on these rows.

Sample of the layout, seven compounds:
SMILES | KDM5B inh
COCCNC(=O)C1COC2(CCN(C(=O)c3ccc(F)cc3)CC2)N1C(=O)c1ccc(F)cc1 (configuration not stated) | 6%
CC(C)(C)NC(=O)CSc1ccc(S(=O)(=O)N2CCOCC2)cn1 | 13%
Cc1ccc(C2Cn3nnc(-c4noc(-c5sccc5C)n4)c3CO2)cc1 (configuration not stated) | -30%
N#Cc1ccc(CN2CCC23Cc2ccccc2NC3=O)cc1 (configuration not stated) | -30%[86.2 µM]
COc1cccc(Cc2nc(C3CC(=O)N(Cc4ccccc4OC)C3)no2)c1 (configuration not stated) | 4%
COc1ccc(CC(C)CC(=O)NCCc2ccc(OC)c(OC)c2)cc1 (configuration not stated) | 8%
O=C1CCN(S(=O)(=O)c2ccccc2)CCCN(Cc2ccc3[nH]ccc3c2)CCN1 | -24%

This part in full, from the first entry:
SMILES | KDM5B inh
COCCNC(=O)C1COC2(CCN(C(=O)c3ccc(F)cc3)CC2)N1C(=O)c1ccc(F)cc1 (configuration not stated) | 6%
CC(C)(C)NC(=O)CSc1ccc(S(=O)(=O)N2CCOCC2)cn1 | 13%
Cc1ccc(C2Cn3nnc(-c4noc(-c5sccc5C)n4)c3CO2)cc1 (configuration not stated) | -30%
N#Cc1ccc(CN2CCC23Cc2ccccc2NC3=O)cc1 (configuration not stated) | -30%[86.2 µM]
COc1cccc(Cc2nc(C3CC(=O)N(Cc4ccccc4OC)C3)no2)c1 (configuration not stated) | 4%
COc1ccc(CC(C)CC(=O)NCCc2ccc(OC)c(OC)c2)cc1 (configuration not stated) | 8%
O=C1CCN(S(=O)(=O)c2ccccc2)CCCN(Cc2ccc3[nH]ccc3c2)CCN1 | -24%
COc1ccc(NC(=O)c2ccco2)cc1NC(=O)COc1ccc(C)cc1C | ?
Cn1c(=O)c2c(ncn2CCC(=O)Nc2ccccc2C(=O)c2ccccc2)n(C)c1=O | 18%
Cc1cccc(Cn2c(C)c(C)c3cc(C(=O)NCc4ccco4)ccc32)c1 | ?
CS(=O)(=O)N(Cc1cccnc1)C1CN(C(=O)c2ccc3ccccc3n2)C1 | 20%
O=C(Nc1ccc(N2CCCCC2)c2ccncc12)C1CCC1 | ?
COCC1CN(C(=O)c2cc(Cl)ccc2OC)CC12CCNCC2 (configuration not stated) | -20%
O=C([C@@H]1C[C@H](F)CN1S(=O)(=O)Cc1ccccc1Cl)N1CCCCC1 | -7%
O=C(NCc1ccccc1F)C1CCN(C(=O)c2ncn3c2COC(c2ccccc2)C3)CC1 (configuration not stated) | 8%
Oc1ccc(-c2nc(C3CC3)nc3c2CCN(Cc2cccc(F)c2)CC3)cc1 | -30%
CC(C)CCNC(=O)C1(C)Cn2c(ccc2-c2ccco2)C(=O)N1Cc1ccccc1F (configuration not stated) | ?
CCOC(=O)c1sc(-c2ccc(C(F)(F)F)cc2)nc1O | -38%
O=C1N(CCc2ccccc2)c2ccccc2C12CCN(CC1CC1)C2 (configuration not stated) | 10%
Cc1nc2ccccc2nc1SCC(=O)Nc1ccccc1OC(C)C | 10%
Cc1ccc(Cn2c(CNC(=O)CCc3ccccc3)nc3cccnc32)cc1 | -5%
Cc1nonc1OCCNC(=O)C1CCC(=O)N(CCN2CCOCC2)C1 (configuration not stated) | 33%[activator]
COCCCNC(=O)Cc1c(C)c2ccc(OC(C)=O)c(OC(C)=O)c2oc1=O | ?
CC1=NS(=O)(=O)N(Cc2ccccc2)C=C1C(=O)OCc1noc(-c2cccc(F)c2)n1 | -26%
COCCNC(=O)C1CN(c2ccccc2)C(=O)N1 (configuration not stated) | -12%[86.2 µM]
c1ccc(-c2cnc(Nc3cncnc3)c3c2CCO3)cc1 | -12%[115 µM]
Cc1cnc(C(=O)N2CCCCCCNC(=O)[C@@H]3C[C@@H](C(=O)N4CCc5ccccc5C4)C[C@@H]32)cn1 | ?
CCCNC(=O)CCc1nnc2ccc(N3CCN(c4cccc(OC)c4)CC3)nn12 | ?
COCCN(Cc1ccco1)C1CCCC1 | 17%
CCCCOc1ccc(/C=C/C(=O)c2ccc3c(c2)OCCO3)cc1OC | -10%
CC(C(=O)N1CCc2onc(-c3ccc(F)c(F)c3)c2C1)n1ccnc1 (configuration not stated) | 39%[activator]
CCCNC(=O)CC1Sc2ncccc2N(CC)C1=O (configuration not stated) | 15%
COCCn1c(=O)[nH]c2cc(C(=O)Nc3cc(C)cc(C)c3)ccc2c1=O | 23%
CCn1nccc1C(=O)N1CCC(N2C(=O)C(OCC3CC3)C23CCOCC3)CC1 (configuration not stated) | 19%
CCOC(=O)c1sc(N)cc1C | -31%
CCc1ccc(NC(=O)CCCc2nnc3n(CCCOC)c(=O)c4sccc4n23)cc1 | -24%
COCCNC(=O)[C@H]1C[C@H](Oc2ccccc2)CN1C(=O)c1n[nH]c2ccccc12 | -13%
COc1ccccc1CN1CCCc2nc(C)nc(-c3ccc(O)cc3)c2C1 | -25%
Cc1cn2c(=O)cc(COc3ccc(C(C)(C)C)cc3)nc2s1 | -19%
Cc1cccc(Cn2c(-c3ccccc3)nc3ccccc32)c1 | ?
O=C(Cc1ccc(Cl)cc1)N[C@H]1[C@H](O)[C@H](O)C[C@@H]1c1ccc(C(F)(F)F)cc1 | -6%[86.2 µM]
COc1ccc(-c2cn(C)c(=O)n3cc(COc4ccccc4)nc23)cn1 | ?
Cc1noc(C)c1[S+](=O)([O-])N1CCC2(CC1)CC(=O)Nc1ccccc1O2 | -10%
CC(C)NC(=O)Cc1csc2nc(-c3ccccc3)cn12 | -4%
COc1ccc(-c2cc(C(=O)NCc3cc(C)on3)c3c(c2)N(C)CCO3)cc1OC | 35µM*
Cc1nonc1Cc1nc(C2CCOCC2)nn1CC1COCCO1 (configuration not stated) | -21%
O=C(NCc1ccc(F)cc1)c1ccc(CS(=O)(=O)c2ccc(Br)cc2)o1 | 22%
O=S(=O)(Nc1ncnc2sc3c(c12)CCC3)c1cc(F)ccc1F | 21%
CC#CCn1cc2c3c(cccc31)[C@H](CC(C)C)N[C@H](C(=O)NCc1ccco1)C2 | ?
Cc1csc2nc(COc3ccc(F)cc3F)cc(=O)n12 | -33%
CCOC(=O)c1ccc(NC(=O)c2c(OCC)cc(=O)n3c2CCCC3)cc1 | 7%
CC1=Nc2cc(C(=O)NCc3ccccc3Cl)ccc2Sc2c(C)ccc(C)c21 | -5%
Cc1ccc2[nH]cc(CCN3CC(C(=O)NCCCOC(C)C)CC3=O)c2c1 (configuration not stated) | 11%
Cc1ccc(C(=O)N2CCn3c(nnc3C3CCNCC3)C2)cc1 | ?
Cc1ccc(OCC(=O)N2CCN(S(=O)(=O)c3cccs3)CC2)cc1 | 21%
COc1ccccc1CNC(=O)C(=O)NCC1OCCN1S(=O)(=O)c1cccs1 (configuration not stated) | -12%
CN(C)c1cc(N2CCCC(NC(=O)c3ccncc3)C2)ncn1 (configuration not stated) | -12%
CCCCOc1ccc(C#N)cc1OCC | 22%
O=C(Nc1c2c(nn1-c1ccccc1)CS(=O)C2)c1ccco1 (configuration not stated) | 41%[activator]
COc1cc(C#N)ccc1OC(C)C(=O)c1ccc(F)cc1 (configuration not stated) | 24%

Following part:
SMILES | KDM5B inh
COc1cccc(NC(=O)c2cc(-c3ccco3)nc3ccccc23)c1 | ?
CCC(=O)N1CCc2c(C(=O)N3CCN(c4ccccc4Cl)CC3)cccc21 | 13%
CCN(CC)C(=O)c1ccccc1NC(=O)c1cccc(S(=O)(=O)N2CCC(C)CC2)c1 | -2%
Cc1ccsc1C(=O)N1CC(Oc2ccc(-c3nc(-c4ccccc4)no3)cc2)C1 | 5%
CCOc1ccc(Nc2ncnc3scc(-c4ccc(OC)cc4)c23)cc1 | ?
CCN(CC)c1ccc(/C=N/NC(=O)OC(C)(C)C)cc1 | -19%
COc1cc2cc(C(=O)NCC(=O)Nc3ccc4c(c3)OCO4)n(C)c2c(OC)c1OC | ?
Cc1ccc(C(=O)Nc2nnc(S(=O)(=O)N3CCc4ccccc43)s2)cc1 | 4%
COc1ccccc1-c1nc(C(=O)NC(C)C)n2ccncc12 | 40µM*
O=C(CCc1ncc(-c2ccccc2)o1)Nc1nccs1 | -3%
Cc1noc(-c2ccc3c(c2)OCO3)c1C(=O)NCCSCc1ccco1 | ?
CCN(CC)c1ncccc1CNC(=O)Nc1cccc(OC)c1 | -5%
COc1ccc(-n2nc(C3CCN(CCC(C)C)CC3)[nH]c2=O)cc1 | ?
Cc1ccc(NC(=O)COc2ccc(-c3nnc4n3CCCC4)cc2)cc1C | 1%
Cc1cccc2cc(CN(Cc3ccccc3)C(=O)c3ccco3)c(=O)[nH]c12 | 14%
Cc1noc2c(NC3CCC(O)CC3)cc(-c3cccnc3)nc12 (configuration not stated) | -17%[86.2 µM]
Cc1c(C(=O)OCc2ccccc2)sc(=S)n1-c1ccc(Cl)cc1 | -14%
Cc1ccc(Cn2c(=O)c3ccc(C(=O)NC4CCCC4)cc3n3c(=O)[nH]nc23)cc1 | 8%
COc1ccc(/C=N/NC(=O)c2[nH]c3ccc(Br)cc3c2-c2ccccc2)c(C(=O)O)c1OC | -2%
COc1ccc(-c2nc(C(C)C)nc3c2CCN(C(C)=O)CC3)cc1 | -10%[86.2 µM]
CC(C)(C)c1ccc(-n2ncc3c2CCCC3NC(=O)CN2CCCC2=O)cc1 (configuration not stated) | 27%
CC(OC(=O)c1ccc2ccccc2n1)C(=O)NC(N)=O (configuration not stated) | -14%
N#Cc1ccc(S(=O)(=O)N2CCCCCNC(=O)[C@@H]3CCCC[C@@H]32)cc1 | -26%
O=C(NCc1cccnc1)C(=O)NCC1OCCN1S(=O)(=O)c1cc(F)ccc1F (configuration not stated) | 26%
COC(=O)C(C)Sc1ncnc2c1c(-c1ccccc1)cn2-c1ccc(F)cc1 (configuration not stated) | ?
O=C(N/N=C\c1c[nH]c2ccccc12)c1ccc(O)cc1 | -26%
Cc1cc(C)c2c3c(sc2n1)C(=O)N(c1ccccc1)CC(=O)N3 | -6%
Cc1cc(C)cc(NC(=O)CSc2nnc(COc3ccccc3Cl)o2)c1 | -14%
FC(F)(F)c1ccc(/C=N/Nc2cccc(Cl)c2)cc1 | ?
CC(NC(=O)CCl)c1ccc2c(c1)CCCC2 (configuration not stated) | -7%
COc1cccc(-c2nc(-c3c(C)noc3C)cc3[nH]c(C)cc23)c1OC | i
COc1cccc([S+](=O)([O-])N2CCn3c(nn(-c4ccc(C(F)(F)F)cc4)c3=O)C2)c1 | 14%[115 µM]
Cc1cc(N2CCOCC2)nc(Nc2ccc(NC(=O)CC3CCCC3)cc2)n1 | -3%
COCc1cccc(-c2ccc3ncn(-c4ccc(F)cc4F)c(=O)c3n2)c1 | 32µM*
Cc1ccc(NS(=O)(=O)c2ccccc2)c(=O)n1CC(=O)N1CCCCC1 | -10%
COc1ccc(Cl)cc1NC(=O)c1cc2c(s1)-c1ccccc1OC2 | ?
COc1ccc(OCCn2c(C3CC(=O)N(c4ccc(F)cc4)C3)nc3ccccc32)cc1 (configuration not stated) | -6%
CN(CC(=O)Nc1ccc(OC(F)(F)F)cc1)C(=O)c1n[nH]c2ccccc12 | 6%
Cc1cc2cc(NS(=O)(=O)c3ccccc3F)ccc2[nH]1 | 8%
CC(C)c1ccc(N2C(=O)N(Cc3cccc([N+](=O)[O-])c3)c3ccccc3S2(=O)=O)cc1 | -9%
O=C1[C@@H]2C[C@@H](CN2C(=O)c2cncnc2)Oc2ccccc2N1Cc1ccc(OC(F)(F)F)cc1 | 22%
COCCc1nnc(NC(=O)C(C)C)s1 | 15%
CCN(CC)c1cc(CCC(=O)N(C)Cc2ccccc2)ccn1 | 22µM*
O=C1[C@H]2CN(Cc3ccccc3Cl)C[C@H]2C(=O)N1CCN1CCc2ccccc2C1 | -8%
O=C(Cn1c(=O)n(Cc2ccco2)c(=O)c2cccnc21)Nc1ccccc1F | -21%

Some of these compounds in order of their number in KDM5B inh, ascending:
SMILES | KDM5B inh
Cc1ccc(NS(=O)(=O)c2ccccc2)c(=O)n1CC(=O)N1CCCCC1 | -10%
CC(C)c1ccc(N2C(=O)N(Cc3cccc([N+](=O)[O-])c3)c3ccccc3S2(=O)=O)cc1 | -9%
CN(CC(=O)Nc1ccc(OC(F)(F)F)cc1)C(=O)c1n[nH]c2ccccc12 | 6%
COCCc1nnc(NC(=O)C(C)C)s1 | 15%
O=C1[C@@H]2C[C@@H](CN2C(=O)c2cncnc2)Oc2ccccc2N1Cc1ccc(OC(F)(F)F)cc1 | 22%

More compounds.
SMILES | KDM5B inh
N#Cc1ccc(CN2CCn3c(nnc3-c3cccnc3)C2)cc1 | 1%[149 µM]
COC(=O)c1ccccc1NC(=O)C1=CC(c2ccc3c(c2)OCO3)=NS(=O)(=O)N1C | 16%
COc1cccc(CCC(=O)N2CCC(Oc3ncccc3C(=O)N3CCCCC3)C2)c1 (configuration not stated) | -16%
N#CCc1ccc(OCC(O)Cn2cnc3ccc(Cl)cc3c2=O)cc1 (configuration not stated) | 4%
CCOc1ccc(C2c3c(oc4ccc(C)cc4c3=O)C(=O)N2c2nc(C)c(C)s2)cc1OC (configuration not stated) | 12%
COCC(=O)N(C1CCOCC1)C1CCN(C(=O)Cc2ccc(Cl)cc2)CC1 | 17%
c1ccc2c3c(cnc2c1)CCCC3 | -20%
CCn1cc(S(=O)(=O)N2CC[C@H](c3nc(C)no3)[C@H](NC(=O)C3CC3)C2)cn1 | -18%
CCOC(=O)c1ccccc1NC(=O)c1nn(C)c2c1COc1ccccc1-2 | 0%
O=C1NCc2ccccc2CC12CCCCN2Cc1cccc(O)c1 (configuration not stated) | -14%[149 µM]
CCOc1ccc(NS(=O)(=O)c2cc(-c3cnc(C4CC4)o3)ccc2C)cc1 | 0%
O=[N+]([O-])c1ccc2c(c1)S(=O)c1ccccc1-2 (configuration not stated) | 3%
COc1cc(=O)n(-c2ccccc2C)nc1C(=O)Nc1cc(Cl)ccc1C | 4%
CC(=O)NCC(=O)N1Cc2ccccc2CC2(CCN(CC3CCOCC3)C2)C1 (configuration not stated) | -3%[115 µM]
Cn1c(=O)c2c(ncn2CC(=O)Nc2ccc(Br)cc2)n(C)c1=O | -3%

Screening data from PubChem.
